# Screening results from PubChem.
# PLAP inhibitors HTS: PLAP enzyme inhibitors, biochemical, luminescence, HTS (AID 690) | purified PLAP, luminescent substrate; higher % means a stronger effect | hit rate 0.08% among 96,000 | one-dose inhibition, % at 20 µM; IC50 in µM for titrated hits; in the data active = a potency from the dose series; inactive = the rest, 99 in 100 with inhibition below about 30%; also: strong numbers were not always called active
# MRP reversal: MRP-mediated drug resistance reversal; H69AR cells + 2 uM doxorubicin, CellTiter-Glo, 72 h; differential viability (reversal), % at 10 µM; hit rate 0.04% among 85,000; AID 602;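 active = viability drop by adding the cancer drug above about 55%, with treated viability meeting a 40% cutoff, limit read from the data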;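 also: viability without doxorubicin minus viability with 2 µM doxorubicin for each compound; larger differential means the compound sensitizes cells more to doxorubicin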
# IL1B NFkB inh: blocks IL-1B driven NFkB nuclear translocation in HUVEC cells. HUVEC IL-1B NFkB p65 nuclear translocation imaging. inhibition, % at 2 µM. hit rate 0.43% among 94,000;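 active = inhibition above about 30% together with a positive call from visual inspection of the well image, limit read from the data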;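 also: nuclear over cytoplasmic p65 intensity ratio measured by imaging; 0% = IL-1B stimulated DMSO wells and 100% = unstimulated DMSO wells; values of inactives mirror those of a sister screen read the other way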
# IL1B NFkB pot: enhances IL-1B driven NFkB nuclear translocation. hit rate 0.3% among 94,000. AID 819. HUVEC IL-1B NFkB p65 nuclear translocation imaging. activation, % at 2 µM;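 active = activation above 40%, about the mean plus 3 SD, also judged a hit on visual image review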;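 also: percent activation is computed from the nuclear over cytoplasmic p65 intensity ratio; values of inactives mirror those of a sister screen read the other way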
# Bcl-B TR3 displacers: displacers of TR3 peptide from Bcl-B, primary screen, selectivity assay for Bfl-1 inhibitor project, biochemical, fluorescence polarization; FP displacement of FITC-TR3 peptide from Bcl-B; higher % means a stronger effect; displacement, % at 20 µM; hits with a dose series show IC50 in µM; hit rate 0.11% among 96,000;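 active = displacement above 50% at 20 µM plus a fluorescence interference ratio under 1.5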;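 also: plate controls were wells without compound for no effect and wells lacking Bcl-B protein for full effect; a part of the inactive calls stands beside numbers as strong as those of hits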
# MRP reversal cytotoxicity: recorded beside MRP reversal, whose call it bears; viability, %; H69AR cells, CellTiter-Glo, 72 h; measured here: cytotoxicity without doxorubicin
# MRP reversal with doxorubicin: further read-out of MRP reversal, marked with its call; viability, %; measured here: viability with 2 uM doxorubicin; stronger effect = lower value
# IL1B NFkB inh cell count 2 µM: second read-out of IL1B NFkB inh, no call of its own (marks repeat the call); cell count; measured here: cells passing quality filter;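 raw number of nuclei counted in each imaged well without normalization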
# IL1B NFkB pot cell count 2 µM: second read-out of IL1B NFkB pot, no call of its own (marks repeat the call); cell count; measured here: cells passing quality filter
# An asterisk follows results filed as active; . = no result given.
SMILES,PLAP inhibitors HTS,MRP reversal,MRP reversal cytotoxicity,MRP reversal with doxorubicin,IL1B NFkB inh,IL1B NFkB inh cell count 2 µM,IL1B NFkB pot,IL1B NFkB pot cell count 2 µM,Bcl-B TR3 displacers
COC(=O)c1ccc(Cl)c(NC(C)=O)c1,4%,.,.,.,6,131,-6,131,10%
COc1cc(NS(=O)(=O)c2ccc(NC(=O)c3ccco3)cc2)nc(OC)n1,15%,-12,91,102,3,129,-3,129,0%
COc1ccc(C(=O)Nc2nc(-c3ccc(OC)cc3)c(-c3ccc([N+](=O)[O-])cc3)s2)cc1,17%,.,.,.,-2,105,2,105,-102%
Cc1cccc(OCCCSc2nc3ccccc3[nH]2)c1,14%,.,.,.,.,.,.,.,0%
Cc1c(OCc2ccccc2)c(=O)ccn1Cc1ccccc1,-51%,7,90,83,-3,123,3,123,-1%
CCSc1nnc(NC(=O)CSc2nc3c(c(=O)n2CC)SC(C)C3)s1 (centres undefined),-3%,-11,80,91,-1,78,1,78,0%
Cc1cc(NC(=O)CCCC(=O)OCC(F)(F)C(F)F)cc(C)c1C(=O)O,13%,.,.,.,-12,90,14,90,-5%
CCSc1ccccc1C(=O)N1CCCC1,-7%,16,98,82,-6,67,7,67,20%
C=CCNC(=O)C1CC(=O)N(c2ccc(OCC(=O)Nc3ccc(C)cc3)cc2)C1 (centres undefined),-3%,.,.,.,-5,103,5,103,4%
O=C(CSCc1ccc(F)cc1)Nc1nc2c(s1)CCCC2,8%,-7,90,97,.,.,.,.,7%
N#CCSc1nnc(Nc2ccccc2)s1,5%,.,.,.,-11,139,11,139,-39%
CCc1ccc(NC(=S)NC2CC3CCC(C2)N3Cc2ccco2)cc1 (centres undefined),-40%,.,.,.,0,190,0,190,-2%
O=C(Cc1ccccc1)Nc1ccc(CN2CCOCC2)cc1,0%,9,95,86,-2,102,2,102,-2%
O=S(=O)(c1cnc[nH]1)N1CCN(c2ccccc2)CC1,12%,.,.,.,2,204,-2,204,-4%
COc1cccc(C(=O)Nc2cc([N+](=O)[O-])ccc2N2CCN(C)CC2)c1,-9%,.,.,.,14,112,-14,112,-1%
COCCn1c(=O)[nH]c2cc(C(=O)NCCN3CCN(c4cccc(Cl)c4)CC3)ccc2c1=O,.,.,.,.,7,162,-7,162,.
O=C(CNC(=O)Cc1ccccc1)NCC(=O)OCc1ccccc1,-19%,.,.,.,-8,168,9,168,2%
CCOC(=O)c1c(C(=O)OCC)c(C)n(N2C(=O)CSC2=S)c1C,-40%,.,.,.,.,.,.,.,-26%
COc1ccc(CNC(=O)C2CCCN2S(=O)(=O)c2ccccc2)cc1 (centres undefined),-16%,1,94,92,-6,117,7,117,-11%
COC(=O)c1cccc(NC(=O)C2C3CCC(C3)C2C(=O)O)c1 (centres undefined),-14%,3,92,89,0,150,-1,150,-5%
Cc1cnc(C(=O)Nc2ccc(F)c(F)c2)cn1,7%,-10,90,100,-3,194,3,194,-3%
CC1CC(C)(C)NC(C)c2ccccc21 (centres undefined),13%,12,97,85,-3,147,3,147,-26%
Cn1nccc1C(=O)Nc1ccc(OC(=O)c2ccnn2C)cc1,19%,14,91,77,-1,146,1,146,5%
O=C(CN1CCCC1)NC1C2CC3CC(C2)CC1C3 (centres undefined),4%,-2,86,88,-6,173,6,173,2%
CC(C)Cc1[nH]c(=O)c(C#N)c2c1CCCC2,-4%,14,82,68,8,74,-8,74,-4%
Cc1nnc(SCC(=O)Nc2nc(-c3ccccc3)cs2)n1N,-6%,12,96,84,3,126,-3,126,1%
CCC(C#CCN1CCCCC1)(CC)OCCC#N,19%,-3,96,99,-4,191,4,191,-2%
O=C1CC(c2ccccc2)CC2=C1CN(C1CCCCC1)CN2 (centres undefined),-39%,-38,23,60,6,126,-6,126,1%
Cn1cccc1C(=O)NC(=O)CSc1cccc[n+]1[O-],7%,6,95,89,-6,61,6,61,6%
COc1cc(C)ccc1OCCOc1cc(C)ccc1Cl,.,.,.,.,-8,153,8,153,-241%
O=C(CN1CCN(S(=O)(=O)c2ccccc2)CC1)Nc1ccc(Cl)c(Cl)c1,-88%,.,.,.,-22,135,22,135,-20%
CSc1nc(NC(C)(C)C)nc(Oc2ccc(=O)n(C)n2)n1,20%,-3,85,88,-9,154,9,154,12%
COc1ccc(-c2nnc3sc(COc4ccccc4)nn23)cc1,28%,-2,88,90,.,.,.,.,-11%
CN=Cc1sc2ccccc2c1O,-4%,8,100,92,5,112,-5,112,4%
CCOC(=O)c1ccc2nc(C(F)(F)F)[nH]c(=O)c2c1,18%,14,99,85,-10,205,10,205,8%
COc1ccccc1OCc1ccc(C(=O)OCC2CCCO2)o1 (centres undefined),-32%,-25,85,110,-16,140,16,140,1%

# 6 of the compounds above, with tabs.
Molecule	PLAP inhibitors HTS	MRP reversal	MRP reversal cytotoxicity	MRP reversal with doxorubicin	IL1B NFkB inh	IL1B NFkB inh cell count 2 µM	IL1B NFkB pot	IL1B NFkB pot cell count 2 µM	Bcl-B TR3 displacers
CC(C)Cc1[nH]c(=O)c(C#N)c2c1CCCC2	-4%	14	82	68	8	74	-8	74	-4%
Cc1nnc(SCC(=O)Nc2nc(-c3ccccc3)cs2)n1N	-6%	12	96	84	3	126	-3	126	1%
CCC(C#CCN1CCCCC1)(CC)OCCC#N	19%	-3	96	99	-4	191	4	191	-2%
O=C1CC(c2ccccc2)CC2=C1CN(C1CCCCC1)CN2 (centres undefined)	-39%	-38	23	60	6	126	-6	126	1%
Cn1cccc1C(=O)NC(=O)CSc1cccc[n+]1[O-]	7%	6	95	89	-6	61	6	61	6%
COc1cc(C)ccc1OCCOc1cc(C)ccc1Cl	.	.	.	.	-8	153	8	153	-241%

# (cont.)
SMILES,PLAP inhibitors HTS,MRP reversal,MRP reversal cytotoxicity,MRP reversal with doxorubicin,IL1B NFkB inh,IL1B NFkB inh cell count 2 µM,IL1B NFkB pot,IL1B NFkB pot cell count 2 µM,Bcl-B TR3 displacers
CC1CCC/C(=C\Nc2ccccc2C(=O)O)C1=O (centres undefined),-6%,-25,71,96,-10,146,10,146,6%
C/C(=N/OCC(=O)Nc1ccc(C)cc1C)c1cccs1,21%,.,.,.,-13,150,13,150,-5%
NC(=O)C1CCN(c2ccc(C(F)(F)F)cc2[N+](=O)[O-])CC1,.,.,.,.,-6,142,7,142,-3%
O=C(O)c1ccc(-c2ccccc2)[nH]1,-12%,9,86,76,-2,62,2,62,0%
Cc1nc2ccccc2c(=O)n1/N=C/c1ccc(O)cc1,9%,8,77,69,4,163,-4,163,-2%
Cc1ccc(OCc2nc(-c3ccccn3)no2)cc1,7%,11,98,87,-13,205,13,205,-11%
COc1ccc(CCNC(=O)Cn2nnc(-c3ccccc3F)n2)cc1OC,-37%,8,101,92,-11,170,11,170,-3%
C#CCOC(=O)C(NC(=O)c1ccccc1)=C1CCCCC1,12%,-9,89,98,0,76,0,76,-7%
CC(=O)c1c(NC(=O)C(C)C)nc(C)nc1-c1ccccc1,-19%,2,91,89,-10,119,10,119,5%
CSc1ccc(NC(=O)NCCCN2CCN(c3ccccc3F)CC2)cc1,-4%,-16,84,101,-3,100,3,100,-6%
O=C(NCCc1ccccc1)c1cc(-c2ccc3c(c2)OCO3)on1,25%,-14,79,93,3,147,-3,147,-10%
Cc1ccc(NC(=O)COc2ccc(C(=O)NCCc3ccccc3)cc2)cc1,.,.,.,.,10,170,-10,170,.
Cc1cc(C(=O)N=Nc2c(O)n(C(C)C)c3ccccc23)n[nH]1,-31%,.,.,.,-4,149,4,149,-11%
COC(=O)c1cc(-c2cccc(OC)c2)n[nH]1,-24%,-3,91,94,-38,127,38,127,14%
O=C(c1ccco1)N1CCN=C1SCc1cccc(F)c1,21%,10,100,89,-16,171,16,171,-4%
CCN1C(=O)c2cccc3c(NC(=O)C4CCCCC4)ccc1c23,-28%,17,86,69,2,106,-2,106,-7%
CCCCOc1ccc(NC(=O)c2cnc(C)cn2)cc1,-12%,-19,60,79,4,162,-4,162,1%
CC1CN(S(=O)(=O)c2cccc3nsnc23)CC(C)O1 (centres undefined),.,1,110,109,0,111,0,111,.
COC1(OC)N=C(N)C2(C#N)C(c3ccc4c(c3)OCO4)C12C#N (centres undefined),-9%,-26,33,59,2,83,-2,83,-18%
CCCn1c(=O)c2ccccc2n2c(SCC(=O)Nc3cc(C)on3)nnc12,-1%,5,82,78,.,.,.,.,38%
CC(C)CNC(=O)c1c2c(nc3ccccc13)-c1ccccc1CC2,17%,.,.,.,-1,102,1,102,-1%
CCCC(=O)Nc1nnc(-c2cccc(OCC)c2)s1,-6%,-4,93,96,-1,146,1,146,-2%
O=C(Nc1cc(C(F)(F)F)ccc1Cl)c1cc(C2CC2)on1,.,-14,79,93,6,123,-6,123,.
CCOc1ccc(C(=O)CN2CCN(S(=O)(=O)c3ccc(OC)cc3)CC2)cc1,-41%,-16,74,90,-9,132,9,132,-4%
CCOCCc1nnc(NC(=O)CN2C(=O)c3ccccc3C2=O)s1,-1%,-15,96,111,-15,74,15,74,2%
CCc1cccc(NS(=O)(=O)c2ccc3c(c2)oc(=O)n3C)c1,1%,10,83,73,6,117,-6,117,1%
CCOC(=O)c1cc2c(=O)n3cccc(C)c3nc2n(Cc2ccco2)c1=NC(=O)c1cccnc1,-47%,-3,99,102,-19,124,19,124,28%
O=C(c1cccc(F)c1)N1CCC(O)(c2cccnc2)CC1,-7%,5,88,83,1,142,-1,142,-1%
CCn1c(CCCNC(=O)c2ccc(F)cc2)nc2ccccc21,12%,1,89,88,13,67,-13,67,-2%
O=C1CC(N2CCC(Cc3ccccc3)CC2)C(=O)N1CCc1ccccc1 (centres undefined),-64%,14,100,86,.,.,.,.,-1%
CSc1nc2ccccc2cc1/C=C(\C#N)c1ccccc1,2%,.,.,.,-1,217,1,217,-14%
C=CCOc1c(CNc2cccc(C(=O)O)c2)cccc1OCC,-12%,.,.,.,-7,213,2,165,-2%
COc1ccc(-n2nc(C(=O)NCC(=O)NCc3ccco3)c3ccccc3c2=O)c(OC)c1,2%,5,93,88,3,146,-3,146,9%
O=S(=O)(N1CCCCC1)N1CCN(CC(O)COc2ccc3cc(Br)ccc3c2)CC1 (centres undefined),-33%,13,84,71,-30,64,30,64,4%
O=C(Cc1coc2ccc3ccccc3c12)N1CCN(c2ncccn2)CC1,-32%,4,93,88,-26,191,26,191,-5%
O=c1[nH]c(N2CCCCC2)nc2c1CCCC2,6%,2,93,90,-8,151,8,151,-5%
O=C(CCCc1ccccc1)NCc1cccnc1,-18%,0,80,79,.,.,.,.,0%
Cc1ccc2c(CN3CCN(S(=O)(=O)c4ccc5c(c4)OCCO5)CC3)cc(=O)oc2c1C,-45%,-18,76,94,-6,151,6,151,-21%
Cc1cc(=O)oc(C)c1C(=O)Nc1ccc2nsnc2c1,16%,2,102,99,.,.,.,.,-4%
COc1ccc(C(c2nnnn2CC2CCCO2)N2CCN(c3ccccc3)CC2)cc1 (centres undefined),-51%,.,.,.,-8,167,8,167,7%
COC(=O)c1sc(NC(=O)CSc2nc3cccnc3n2C2CCCCC2)nc1C,-87%,-23,20,44,-14,155,14,155,-64%
CN1CCN(C(=O)CCn2nc(-c3ccccc3)c3ccccc3c2=O)CC1,-43%,-5,68,73,-19,145,19,145,-7%
Cn1c(=O)c2c(O)cc(=O)n(-c3ccccc3)c2n(C)c1=O,11%,3,96,92,14,83,-14,83,3%
COc1cccc(C2=NN(C(=O)c3ccccc3)C(O)(C(F)(F)F)C2)c1 (centres undefined),-56%,.,.,.,-17,175,17,175,-19%
CCn1cc(C(=O)NCc2ccco2)c(=O)c2cc(F)c(N3CCN(C(=O)c4ccco4)CC3)cc21,-48%,.,.,.,.,.,.,.,-5%

# These rows are one share of the data; count on the stated rates, not on these rows.
